# MsrA inhibitor = bovine MsrA inhibition | purified bovine MsrA, absorbance read-out | inhibition, % at 15.5 µM | 0.75% of 360,000 active | AID 651718; in the data active means inhibition above about 4.5%;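 further: 0% = vehicle wells with enzyme and 100% = reference inhibitor wells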
# FAS-TE inh = inhibitors of human fatty acid synthase thioesterase domain | P49327 | recombinant FAS-TE, OMFH fluorogenic substrate, fluorescence endpoint | inhibition, % at 15 µM | 0.67% of 360,000 active | AID 602261;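 active means compounds whose normalised, plate-corrected inhibition of enzyme fluorescence in the single-dose primary screen is 50% or more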;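 further: 0% = DMSO with enzyme and 100% = substrate without enzyme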
# Target sequence (P49327 whole entry, looked up, the tested form may be a part): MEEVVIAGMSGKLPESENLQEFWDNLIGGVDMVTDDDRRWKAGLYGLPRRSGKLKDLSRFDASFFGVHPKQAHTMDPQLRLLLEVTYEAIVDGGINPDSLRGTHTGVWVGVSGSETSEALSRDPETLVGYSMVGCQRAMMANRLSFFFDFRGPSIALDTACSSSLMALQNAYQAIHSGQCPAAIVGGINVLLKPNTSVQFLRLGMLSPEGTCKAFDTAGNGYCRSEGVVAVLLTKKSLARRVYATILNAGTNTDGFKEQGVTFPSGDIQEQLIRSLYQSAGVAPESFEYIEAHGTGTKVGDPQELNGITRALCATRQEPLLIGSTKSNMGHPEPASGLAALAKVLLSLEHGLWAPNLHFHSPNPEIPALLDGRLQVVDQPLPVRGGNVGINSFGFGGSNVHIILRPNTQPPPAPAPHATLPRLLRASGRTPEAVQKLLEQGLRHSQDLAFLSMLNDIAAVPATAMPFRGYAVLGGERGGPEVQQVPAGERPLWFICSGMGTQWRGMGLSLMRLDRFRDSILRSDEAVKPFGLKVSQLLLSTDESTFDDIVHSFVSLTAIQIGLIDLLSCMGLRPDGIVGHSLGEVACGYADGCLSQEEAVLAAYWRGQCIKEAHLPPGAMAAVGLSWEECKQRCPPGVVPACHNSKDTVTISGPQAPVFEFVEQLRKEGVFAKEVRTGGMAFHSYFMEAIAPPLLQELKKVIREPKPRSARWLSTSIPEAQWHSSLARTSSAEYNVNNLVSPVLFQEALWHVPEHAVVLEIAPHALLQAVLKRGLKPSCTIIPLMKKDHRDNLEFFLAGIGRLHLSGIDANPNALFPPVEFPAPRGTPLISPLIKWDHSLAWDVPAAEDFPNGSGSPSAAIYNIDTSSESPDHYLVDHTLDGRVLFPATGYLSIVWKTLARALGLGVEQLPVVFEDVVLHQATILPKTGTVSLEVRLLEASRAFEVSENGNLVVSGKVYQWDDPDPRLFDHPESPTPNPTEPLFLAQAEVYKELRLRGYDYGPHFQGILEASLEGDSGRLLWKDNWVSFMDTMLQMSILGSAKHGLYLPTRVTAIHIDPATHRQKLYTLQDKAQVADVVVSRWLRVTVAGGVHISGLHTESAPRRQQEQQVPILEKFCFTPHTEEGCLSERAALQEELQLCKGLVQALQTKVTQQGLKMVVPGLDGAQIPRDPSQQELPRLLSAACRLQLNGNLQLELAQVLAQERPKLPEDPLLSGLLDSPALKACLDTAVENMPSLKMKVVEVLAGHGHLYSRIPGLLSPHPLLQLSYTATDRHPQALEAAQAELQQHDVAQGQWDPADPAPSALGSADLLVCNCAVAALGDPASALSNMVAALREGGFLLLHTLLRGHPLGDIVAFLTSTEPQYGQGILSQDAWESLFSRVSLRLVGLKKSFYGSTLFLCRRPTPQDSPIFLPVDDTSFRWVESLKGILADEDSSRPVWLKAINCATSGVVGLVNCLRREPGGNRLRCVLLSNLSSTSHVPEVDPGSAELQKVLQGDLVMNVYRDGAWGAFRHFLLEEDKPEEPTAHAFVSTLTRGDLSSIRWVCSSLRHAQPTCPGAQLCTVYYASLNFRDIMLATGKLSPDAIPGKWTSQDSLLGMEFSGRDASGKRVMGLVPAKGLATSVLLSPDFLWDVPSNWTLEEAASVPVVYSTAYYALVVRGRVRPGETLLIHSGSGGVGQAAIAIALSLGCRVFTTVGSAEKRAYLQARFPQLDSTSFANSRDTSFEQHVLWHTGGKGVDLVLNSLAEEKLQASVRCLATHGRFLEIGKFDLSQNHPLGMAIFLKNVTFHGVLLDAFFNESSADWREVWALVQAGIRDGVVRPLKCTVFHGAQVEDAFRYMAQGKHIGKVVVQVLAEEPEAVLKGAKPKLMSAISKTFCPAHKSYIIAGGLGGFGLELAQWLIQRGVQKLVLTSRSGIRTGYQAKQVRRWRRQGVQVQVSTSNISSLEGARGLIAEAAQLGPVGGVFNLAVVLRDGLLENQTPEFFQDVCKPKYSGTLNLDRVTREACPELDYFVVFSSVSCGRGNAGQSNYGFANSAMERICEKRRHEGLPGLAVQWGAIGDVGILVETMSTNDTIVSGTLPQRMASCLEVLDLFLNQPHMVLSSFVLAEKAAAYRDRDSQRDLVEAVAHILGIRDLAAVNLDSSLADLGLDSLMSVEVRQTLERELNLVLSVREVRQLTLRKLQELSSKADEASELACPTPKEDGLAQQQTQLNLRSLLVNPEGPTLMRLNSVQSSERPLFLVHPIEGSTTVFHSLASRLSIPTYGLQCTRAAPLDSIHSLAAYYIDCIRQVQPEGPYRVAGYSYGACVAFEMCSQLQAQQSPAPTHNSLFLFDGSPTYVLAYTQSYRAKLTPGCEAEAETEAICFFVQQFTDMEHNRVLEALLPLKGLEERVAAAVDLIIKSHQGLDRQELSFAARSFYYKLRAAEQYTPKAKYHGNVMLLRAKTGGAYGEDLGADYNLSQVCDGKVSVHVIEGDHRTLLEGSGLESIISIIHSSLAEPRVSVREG
# eLon inh = inhibits E. coli Lon protease. P0A9M0. inhibition, % at 7.94 µM. 0.42% of 360,000 active. purified E. coli Lon protease, fluorescence polarization. AID 602123; in the data active means inhibition above about 13%, passing the limit was not always enough;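 further: 0% = enzyme with probe and DMSO and 100% = no enzyme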
# MLLE-PAM2 inh = inhibitors of microRNA-mediated deadenylation, human PABP1 MLLE binding | P11940 | GST-MLLE / FITC-PAM2 fluorescence polarization | inhibition, % at 20 µM | 0.36% of 360,000 active | AID 588489; in the data active means inhibition above about 35%, passing the limit was not always enough;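 further: plate controls were DMSO wells with GST-MLLE for no effect and wells lacking GST-MLLE protein for full effect; some results filed as inactive read as strong as hits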
# Rin1 Abl inh = blocks binding of human Rin1 to Abl | P00519+Q13671 | TR-FRET Rin1/Abl binding, biochemical | inhibition, % at 7.35 µM | 0.4% of 360,000 active; in the data active means inhibition above about 5%, passing the limit was not always enough
# CSN deneddyl inh = blocks human CSN-mediated cullin deneddylation | Q92905 | Purified CSN, SCF-Nedd8-OG deneddylation, fluorescence polarization | inhibition, % at 12.5 µM | 0.38% of 360,000 active | AID 651999;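 active means pattern-corrected inhibition above about 35%, with an unprinted fluorescence ratio check between 0.5 and 1.5, limit read from the data, passing the limit was not always enough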;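 further: 0% = enzyme with substrate and 100% = substrate without enzyme; some results filed as inactive read as strong as hits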
#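 Assay system: HEK293T-derived human Csn5 enzyme; quantity: 0.24 nM enzyme; medium: Tris/NaCl/DTT buffer, pH 7.5; also added: substrate SCFSkp2-Nedd8OG, 10 nM; doses: 12.5 µM compound; schedule: 90 min reaction at room temperature; signal: FP; read-out: % inhibition of substrate cleavage by Csn5; benchmarks: substrate-only high control, full reaction low control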
# bovine MsrA act = activates bovine MsrA enzyme | purified bovine MsrA, absorbance read-out | activation, % at 10.6 µM | 0.3% of 360,000 active | AID 602163; in the data active means activation above about 7.5%;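 further: 0% = vehicle and 100% = reference activator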
# Neddylation inh = blocks human cullin neddylation; AID 651699; calls only at 25 µM; TR-FRET cullin neddylation, biochemical; 0.58% of 360,000 active; P61081+Q13564; in the data active means inhibition above about 36%
# Tb MetRS inh = Trypanosoma brucei MetRS inhibition | AID 624268 | inhibition, % at 11.9 µM | 0.4% of 360,000 active | purified T. brucei MetRS, ATP depletion, Kinase-Glo luminescence;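 active means inhibition above a per-plate cutoff of the control wells' mean inhibition plus 3 SD, cut at about 5.5% in these data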;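 further: 0% = DMSO wells median and 100% = median of wells with control inhibitor compound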
#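 technique = Kinase-Glo luminescence, ATP depletion format | system = purified MetRS (methionyl-tRNA synthetase) enzyme from Trypanosoma brucei | timing = 15 min preincubation, 2 h reaction, all 25 °C | evaluation = percent inhibition versus plate control medians | dosing = single dose, 11.9 µM final nominal, 0.9% final DMSO | also added = substrates ATP, L-methionine and bulk Escherichia coli tRNA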
# An asterisk follows results filed as active; i = inactive; x = not tested or not shown; & = joins results of further samples.
SMILES,MsrA inhibitor,FAS-TE inh,eLon inh,MLLE-PAM2 inh,Rin1 Abl inh,CSN deneddyl inh,bovine MsrA act,Neddylation inh,Tb MetRS inh
O=C(NCCc1ccccc1Cl)C1CCC(=O)N(CC2CCCCC2)C1 (stereo not drawn),0.9,-2,3,2,0,0,-4,i,-0.5
Cc1ccc(CN(C)C(=O)c2ccc(NS(=O)(=O)c3ccc4[nH]c(=O)[nH]c4c3)cc2)cc1,-1.2,7,-13,-19,1,-3,-2,i,-0.2
CCOc1cccc(C(=O)NC(c2ccccc2)C(C)C)c1 (stereo not drawn),-0.7,9,3,1,1,0,-14,i,-1.6
Cc1cc2c3c(c1C)C1(C(=O)N3C(C)(C)CC2C)C(C#N)=C(N)OC2=C1C(=O)CC(C)(C)C2 (stereo not drawn),0.9,0,2,-5,2,1,-5,i,-0.6
COC(=O)c1ccc(CN2CCCC(C(=O)Nc3cccc(-n4cccn4)c3)C2)cc1 (stereo not drawn),0.3,5,10,3,4,-1,0,i,-1.2
CCOc1ccccc1N(C)S(=O)(=O)c1ccc2c(c1)CCN2C(=O)CCC(=O)O,0.3,-2,-1,5,1,2,-1,i,0.9
CN1CC(=O)N(CC(=O)Nc2ccc(SC(F)F)cc2)C1=O,0.1,0,1,30,2,-5,-2,i,0.3
COc1ccc(OC)c(/C=N/NC(=O)c2cc3c(OC)cccc3[nH]2)c1,3.1,20,-5,-12,4,3,-3,x,-0.8
Cc1ccc2nc(Cl)c(/C=N/NC(=O)c3ccccc3O)cc2c1,3.3,-7,3,10,-5,-11,-2,i,-0.4
COc1ccccc1CC(NC(C)=O)C(=O)NC1CCN(C(=O)Nc2ccccc2F)CC1 (stereo not drawn),1.1,-1,7,0,2,-2,-13,i,-0.2
C=CCn1c(N)c(C(=O)Nc2ccccc2OC)sc1=S,2.6,5,-7,19,0,-3,0,i,0.1
O=C(CN1CCOCC1)NCCC12CC3CC(CC(C3)C1)C2,1.1,-4,-6,0,-1,-4,-1,i,-0.6
CCCCOc1ccccc1C1C(C(=O)OC)=CN(CC)C=C1C(=O)OC,1.2,13,-2,-6,-2,7,-3,x,-1.0
O=C(CCC(=O)Nc1ccccc1)NNC(=O)C(c1ccccc1)c1ccccc1,0.4,-6,4,5,3,-16,-4,i,-0.1
COc1cccc(/C=C2\SC(=S)N(C(Cc3ccccc3)C(=O)O)C2=O)c1 (stereo not drawn),1.7,19,-2,7,1,-1,-2,i,0.1

# Sorted by formula weight (rising): 5 of the compounds above.
SMILES,MsrA inhibitor,FAS-TE inh,eLon inh,MLLE-PAM2 inh,Rin1 Abl inh,CSN deneddyl inh,bovine MsrA act,Neddylation inh,Tb MetRS inh
CCOc1cccc(C(=O)NC(c2ccccc2)C(C)C)c1 (stereo not drawn),-0.7,9,3,1,1,0,-14,i,-1.6
CCCCOc1ccccc1C1C(C(=O)OC)=CN(CC)C=C1C(=O)OC,1.2,13,-2,-6,-2,7,-3,x,-1.0
O=C(NCCc1ccccc1Cl)C1CCC(=O)N(CC2CCCCC2)C1 (stereo not drawn),0.9,-2,3,2,0,0,-4,i,-0.5
CCOc1ccccc1N(C)S(=O)(=O)c1ccc2c(c1)CCN2C(=O)CCC(=O)O,0.3,-2,-1,5,1,2,-1,i,0.9
Cc1cc2c3c(c1C)C1(C(=O)N3C(C)(C)CC2C)C(C#N)=C(N)OC2=C1C(=O)CC(C)(C)C2 (stereo not drawn),0.9,0,2,-5,2,1,-5,i,-0.6

# (listing goes on)
SMILES,MsrA inhibitor,FAS-TE inh,eLon inh,MLLE-PAM2 inh,Rin1 Abl inh,CSN deneddyl inh,bovine MsrA act,Neddylation inh,Tb MetRS inh
CCc1ccc(NS(=O)(=O)c2ccc3[nH]c(=O)[nH]c3c2)cc1,-0.8,-4,2,10,0,2,0,i,-0.6
N#Cc1ccc(-c2cccc3nccn23)cc1,0.3,-5,1,-6,-6,2,2,x,-0.1
N#CC1=C(N)n2c(s/c(=C\c3ccco3)c2=O)=C(C#N)C1c1ccco1 (stereo not drawn),2.9,4,-18,-46,0,55,-5,i,1.8
COc1ccc(CC(=O)N2CCCC(CNC(=O)c3ccccc3Cl)C2)cc1 (stereo not drawn),-1.2,-8,-1,-11,0,-3,-3,i,-0.4
CS(=O)(=O)Nc1ccc(C(=O)N2CCCC2)cc1,-0.1,-7,-1,8,0,3,-3,i,0.0
N#CC(=C1CCCC1)c1nc(-c2ccc(Cl)cc2)cs1,-0.6,18,-2,-11,4,2,2,i,-0.7
CC1CCN(C(=O)COC(=O)c2cc3ccccc3cc2O)CC1,0.6,9,2,9,-2,-1,-1,i,-0.2
CC(C)(C)c1ccc(C(=O)CCCSC2=C(C#N)C(c3ccco3)C3=C(CCCC3=O)N2)cc1 (stereo not drawn),1.5,-177,0,-34,-5,2,-3,i,-0.4
C=C1CC(COc2ccc3c(C)c(Cl)c(=O)oc3c2)(c2ccccc2)OC1=O (stereo not drawn),0.6,53*,12,-25,2,18,-6,i,0.2
CCc1ccc(C(=O)COC(=O)C2=NN(c3ccccc3)C(=O)CC2)cc1,0.3,2,17,-1,-2,-1,0,i,-0.3
CNS(=O)(=O)c1cccc(C(=O)OCC(=O)Nc2ccc(OC)cc2[N+](=O)[O-])c1,6.0*,6,1,-9,-4,0,-4,i,0.6
Cn1c(O)c(C(C#N)=C2N=c3ccccc3=N2)c2ccccc21,-0.2,-7,-4,-4,-3,2,-4,i,0.3
COc1ccc(C(=O)c2ccc([N+](=O)[O-])cc2)cc1S(=O)(=O)N1CCC(C(=O)O)CC1,1.1,-2,-2,10,-3,2,1,i,-0.1
CN1C(=O)Cn2c1nc1ccccc12,-0.9,-11,0,3,-4,-10,-9,i,-2.1
Cc1ccc(S(=O)(=O)N2CCC(C(=O)NCCc3ccccc3)CC2)cc1,-0.8,-7,1,-4,2,4,-3,i,-0.7
O=[N+]([O-])c1cc(Cl)c2cccnc2c1O,2.3,6,-2,4,2,-13,-5,i,-0.6
CCN1CCN(Cc2ccc(C(=O)Nc3ccc(C)c(NCc4cnc(NC(=O)OC)cn4)c3)cc2C(F)(F)F)CC1,0.9&0.1,-9&-9,9&-5,-4&-24,-6&-1,-3&-1,-5&5,i,-2.2&-0.1
NC(=O)CN1CCN(S(=O)(=O)c2ccc(Br)cc2)CC1,-0.2,-4,0,-3,-2,-4,-1,i,-0.6
CN(C)c1cc(N/N=C/c2ccccc2C(F)(F)F)nc(N(C)C)n1,-0.1,18,8,2,0,7,-4,i,-0.5
O=C1C(c2ccncc2)=C(O)c2ccccc21,2.5,-27,1,7,-7,1,-5,i,-1.1
Cc1ncc(CSc2nnnn2-c2ccccc2)c(N)n1,-0.6,-9,-10,-96,-2,3,-1,i,-0.1
O=C(Nc1cccc(S(=O)(=O)NC2=NCCC2)c1)c1ccccc1OC(F)F,-0.1,-3,14,-4,-1,3,1,i,-0.5
Cc1ccc(S(=O)(=O)NC(=O)NCc2ccco2)cc1,-0.5,-3,1,-1,1,7,-13,i,-0.3
O=C(NCCS(=O)(=O)NCCc1ccccc1)c1ccccc1,-0.3,-5,-5,7,0,-3,1,i,0.0
O=C(Cc1ccccc1)NCCS(=O)(=O)N1CCN(c2cccc(Cl)c2)CC1,-0.5,2,-1,-8,-2,-3,-2,i,-0.3
O=C(O)c1cc(S(=O)(=O)N2CCCCC2)ccc1N1CCOCC1,0.7,-5,-8,13,3,0,-2,i,-0.2
COc1cc(C(=O)Nc2ccc(-c3nnc(-c4ccco4)o3)cc2)cc(OC)c1OC,3.5,10,-5,2,-1,0,-2,i,1.1
Cc1c(NC(=O)c2cc(-n3cnnc3)ccc2Cl)cccc1-c1nc2ccccc2o1,-1.6,-3,-13,-121,5,6,-3,i,-0.8
Cc1nn(C)cc1CN(C)C(=O)c1nn2c(c1Br)NC(c1cccs1)CC2C(F)(F)F (stereo not drawn),1.8,-4,2,0,-1,0,-2,i,-0.5
COCCCNC(=O)CCc1nc(-c2ccccc2)no1,-0.5,-8,12,-2,-1,-2,-1,i,0.9
CCC(NC(=O)c1ccccc1NC(=O)c1ccccc1)C(=O)OC (stereo not drawn),-0.3,0,-6,3,-1,0,-2,i,-0.6
O=C(CSc1nnnn1C1CC2C=CC1C2)Nc1ccc(C(=O)O)cc1 (stereo not drawn),-0.2,0,-2,-80,0,5,-4,i,-0.4
COC(=O)CNC(c1ccccc1)c1cc(Br)ccc1NC(C)=O (stereo not drawn),0.1,-4,1,12,3,-6,-3,i,0.7
O=C(/C=C/c1ccc([N+](=O)[O-])cc1)c1cccs1,0.6,-3,-1,-6,-2,8,-3,i,0.5
COC(=O)C1=NN(C(=O)c2cccc(Br)c2)C(O)(c2ccc(Cl)cc2)C1 (stereo not drawn),-1.7,48,-92,-59,2,13,-6,i,-0.5
O=C(N/N=C/c1cccc([N+](=O)[O-])c1)c1ccccc1-n1cccc1,-0.7,13,-8,-1,-3,-7,-3,i,0.3
Cc1cc(NC(=O)CCC(=O)N(CC(=O)NC2CCCC2)Cc2ccccc2Cl)no1,-0.2,1,4,3,-1,-3,-3,i,-0.2
C#CCOCCOCCOCCNc1nc(N2CCN(C(=O)[C@H]([C@@H](C)CC)n3cc([C@@H](N)CO)nn3)CC2)nc(N2CCN(C(=O)[C@H](CCCCN)n3cc([C@@H](N)C(C)CC)nn3)CC2)n1 (stereo partly drawn),-1.0,-9,-1,-7,4,0,2,i,0.2
COc1ccc(C)cc1NC(=O)CN1C(=O)COc2ccc(S(=O)(=O)N3CCCCCC3)cc21,-1.3,19,5,-6,0,1,-2,i,0.0
c1cc(-c2ccc(N3CCOCC3)cc2)n2cnnc2c1,3.5,-12,-5,3,-2,-2,-2,x,0.0
Cc1ccc(NC(=O)CN2C(=O)NC(C)(c3ccccc3)C2=O)c(C)c1 (stereo not drawn),-0.1,-3,0,-7,1,3,-11,i,-1.4
CS(=O)(=O)c1ccc(C(=O)OC2CCOC2=O)cc1[N+](=O)[O-] (stereo not drawn),2.5,0,3,-21,1,-1,-3,i,-0.4
Cn1c(=O)[nH]c(=O)c2c1nc(Br)n2CC(O)COc1ccccc1 (stereo not drawn),-1.0,-6,-5,21,3,4,-1,i,0.1
C/C(=C\c1ccccc1)C(=O)c1c(C)cc(C)[nH]c1=O,-0.5,-2,0,-9,-1,-5,-3,i,0.0
COc1cccc(N2CCN(C(=O)c3ccc4ccccc4c3)CC2)c1,0.0,-6,-3,4,1,0,-11,i,-0.2
COc1ccc(NC(=O)c2cc(-c3ccc(F)cc3OC(C)C)n[nH]2)c(OC)c1,0.2,27,-3,1,0,-1,-5,i,-0.4
Cc1ccccc1NC(=S)N(CCN1CCCCCC1)Cc1cccs1,-0.8,12,5,-1,1,5,-3,i,-0.5
COc1ccc(NC(=O)CN(C)C(=O)CN2C(=O)NC3(CCCCC3)C2=O)cc1,0.6,-4,-10,-18,1,1,-3,i,0.1
CCN(Cc1ccccc1)C(=O)c1ccc(SC)cc1OC,0.6,-3,-6,5,3,-2,-3,i,-0.5
O=C(NCC1COc2ccccc2O1)C1(c2ccccc2)CCCC1 (stereo not drawn),0.5,13,3,7,1,-6,-3,i,0.2
COc1cccc(-c2cnc(C(O)c3ccc(F)cc3C)[nH]2)c1 (stereo not drawn),-1.3,-4,-15,7,-2,3,-6,i,0.5
CCCCc1cn([C@@H](CCCCNC(=O)OC(C)(C)C)C(=O)N2CCN(C(=O)OC(C)(C)C)CC2)nn1,-0.8,-4,-11,-14,4,-7,-6,i,-0.5
COc1ccccc1N(CC(=O)NCCN1CCOCC1)S(=O)(=O)c1ccc(C)cc1,-0.5,-8,-8,4,1,9,-4,i,-0.5
